TcdB GH inh: TcdB glycohydrolase inhibitors, primary screen, biochemical, single point, plate reader; TcdB glycohydrolase enzymatic assay; inhibition, % at 9.99 µM; actives 0.24% (n = 350,000); AID 652162, 2013; in the data active = inhibition above about 10%
PfHsp40 yeast: rescue of yeast from PfHsp40 toxicity, primary screen, S. cerevisiae, ATP luminescence; S. cerevisiae expressing PfHsp40, growth rescue; growth rescue, % at 12.5 µM; actives 0.68% (n = 340,000); AID 504582, 2011; in the data active = growth rescue above about 28%, passing the limit was not always enough; inconclusive = no clear call, values can overlap the other calls;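 note: yeast W303a lacking pdr1 and pdr3 grown in galactose medium; growth measured after three days at 30 °C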
BoNT-A LC inh2: BoNT/A light chain protease inhibitors, primary screen, biochemical, flow cytometry, MLPCN library. multiplex microsphere protease substrate cleavage. inhibition, % at 10 µM. actives 0.17% (n = 360,000). AID 588499, 2011; note: plate controls were buffer without enzyme for full effect and enzyme alone for no effect
PrPC TRFRET: inhibitors of human cell surface prion protein PrPC, primary screen, cell-based, TR-FRET; Major prion protein (Homo sapiens), P04156; inhibition, % at 13.8 µM; TR-FRET read-out; actives 0.43% (n = 370,000); in the data active = inhibition above about 24%; note: 0% = median of the test wells and 100% = reference compound wells
Anthrax LF prot: Bacillus anthracis LF protease inhibitors, primary screen, biochemical, multiplex microsphere, MLPCN library | Lethal factor (Bacillus anthracis), P15917 | multiplex microsphere protease cleavage assay | inhibition, % at 10 µM | actives 0.12% (n = 360,000) | AID 588501, 2011; note: plate controls were buffer without enzyme for full effect and enzyme alone for no effect
Target sequence (P15917 whole entry, looked up): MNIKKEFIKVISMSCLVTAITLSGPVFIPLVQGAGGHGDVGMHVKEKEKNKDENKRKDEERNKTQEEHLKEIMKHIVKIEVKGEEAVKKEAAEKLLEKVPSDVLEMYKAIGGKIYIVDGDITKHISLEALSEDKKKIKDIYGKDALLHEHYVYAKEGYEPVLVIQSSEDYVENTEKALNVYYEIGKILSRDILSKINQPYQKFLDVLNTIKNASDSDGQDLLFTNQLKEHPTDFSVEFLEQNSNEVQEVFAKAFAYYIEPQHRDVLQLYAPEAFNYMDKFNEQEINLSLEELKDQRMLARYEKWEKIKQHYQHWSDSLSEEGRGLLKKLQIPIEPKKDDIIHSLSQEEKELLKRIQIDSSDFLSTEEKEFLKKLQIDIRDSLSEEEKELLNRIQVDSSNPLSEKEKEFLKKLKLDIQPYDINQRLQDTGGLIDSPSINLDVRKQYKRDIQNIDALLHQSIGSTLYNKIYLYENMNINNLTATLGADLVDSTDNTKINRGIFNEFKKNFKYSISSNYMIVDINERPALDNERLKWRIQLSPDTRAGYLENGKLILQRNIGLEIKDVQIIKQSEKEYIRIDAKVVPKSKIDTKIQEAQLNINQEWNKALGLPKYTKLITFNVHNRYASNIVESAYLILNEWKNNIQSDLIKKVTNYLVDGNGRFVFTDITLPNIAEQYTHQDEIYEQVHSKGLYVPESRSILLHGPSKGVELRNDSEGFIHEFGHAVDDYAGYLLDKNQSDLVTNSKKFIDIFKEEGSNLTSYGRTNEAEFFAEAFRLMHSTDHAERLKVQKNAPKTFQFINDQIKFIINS
SSB-PriA inh: inhibitors of Klebsiella pneumoniae PriA binding to SSB C-terminal tail, primary screen, biochemical, AlphaScreen | PriA–SSB C-terminal tail interaction (Klebsiella pneumoniae) | AlphaScreen SSBct-PriA binding, biotinylated peptide | inhibition, % at 33 µM | actives 0.6% (n = 430,000); in the data active = inhibition mostly above about 37%, no sharp cut-off; inactive = mostly below about 20%;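 note: plate controls were negative control peptide for no effect and reference peptide for full effect; strong numbers were not always called active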
3CLpro inhibitor: SARS-CoV 3CLpro protease inhibitors, primary screen, biochemical, quenched FRET. recombinant SARS-CoV 3CLpro, quenched FRET peptide cleavage. inhibition, % at 6 µM. actives 0.14% (n = 290,000). Replicase polyprotein 1ab (Severe acute respiratory syndrome coronavirus), P0C6X7. AID 1706, 2009; in the data active = inhibition above about 12%
Vc quorum ag: inducers of Vibrio cholerae quorum light production without autoinducers, primary screen, BH1578 luxS cqsA deficient, single point; V. cholerae BH1578 lux reporter, luminescence, 6 h; activation, % at 18.7 µM; actives 0.16% (n = 350,000); in the data active = activation mostly above about 9.7%, no sharp cut-off; inconclusive = no clear call, values can overlap the other calls; inactive = mostly below about 3.7%; note: not every result past the cut was called active; inactives centre near 0; reference of the scale not given here
Y pestis TopoI: Yersinia pestis topoisomerase I inhibitors, primary screen, biochemical, cleavage product accumulation, plate reader, single point. activity, % at 10 µM. AID 504884, 2011. Y. pestis Topo-I cleavage product accumulation. actives 0.064% (n = 360,000). DNA topoisomerase I (Yersinia pestis CO92); in the data active = activity above about 50%, passing the limit was not always enough; inconclusive = no clear call, values can overlap the other calls; note: inactives centre near 2
* = called active by the depositor; i = inactive; u = inconclusive; x = not tested or not shown; & = joins results of further samples. Cut-off read from the data, not from the text of the source, unless noted: active = inhibition above about 30%; inconclusive = no clear call, values can overlap the other calls; inactive = below that. Some of the compounds tested; the hit share may differ from the screen's.

entry	structure	TcdB GH inh	PfHsp40 yeast	BoNT-A LC inh2	PrPC TRFRET	Anthrax LF prot
1	CCOCc1nnc(NC(=O)COC)s1	x	-0.5	-1.8	-6	-1
2	CCC(=O)Nc1sc(C(=O)N2CCCCC2)c(C)c1C#N	0.9	1.5	0.7	5	-4
3	CCOC(=O)c1c(NC(=O)COC(=O)CCS(=O)(=O)c2ccc(C)cc2)sc(C)c1C	x	-0.4	1.1	0	-2
4	Cc1ccc(S(=O)(=O)N(C)C)cc1NC(=O)COC(=O)c1cccs1	1.6	x	-0.1	0	-6
5	CCc1ccc(-c2nc(SCC(=O)NC3CCCC3)n[nH]2)cc1	-1.9	0.8	-0.1	15	-5
6	O=C(Cc1ccc(F)cc1)NCC1CCCO1 (stereo not given)	0.4	0.4	0.8	8	6
7	CCS(=O)(=O)c1ccc(S(=O)(=O)CC)s1	x	0.5	1.0	4	-16
8	C=CCOc1nc2sc(C)c(C)c2c(=O)n1-c1ccccc1	-0.9	-0.6	-4.2	0	8
9	O=C(NCC(=O)N(Cc1cccs1)C(C(=O)NC1CCCCC1)c1ccncc1)c1ccco1 (stereo not given)	-0.7	0.5	2.0	-4	2
10	CNc1ncnc2c1ncn2[C@H]1CN(Cc2ccccc2)C[C@@H](CO)O1	0.4	x	-0.1	0	-3

entry	SSB-PriA inh	3CLpro inhibitor	Vc quorum ag	Y pestis TopoI
1	-4	-5	i	-4
2	1	-5	i	-14
3	-13	3	-0.5	24
4	x	x	i	0
5	-17	1	i	0
6	-15	4	-0.1	2
7	-8	0	i	-5
8	-1	-3	-0.3	-5
9	-15	0	i	-7
10	x	x	0.3	0

Other structures.
entry	structure	TcdB GH inh	PfHsp40 yeast	BoNT-A LC inh2	PrPC TRFRET	Anthrax LF prot
11	CC(=NNc1ccc([N+](=O)[O-])cn1)c1ccc(N)cc1	1.6	-0.3	-0.3	-7	-6
12	CC(=O)N1c2ccc(S(=O)(=O)N3c4ccccc4CC3C)cc2CC1C (stereo not given)	3.1	-1.6	0.7	5	-2
13	CC1(C)CC(=O)C=C(Nc2ccc(O)cc2)C1	25*	x	-0.6	2	-2
14	COc1ccc(CNC(=O)COC(=O)c2cc3ccccc3cc2O)cc1OC	1.8	0.0	-0.4	1	-6
15	CCN1C(=O)[C@H]2[C@@H](c3ccc(-c4cccc(Cl)c4)c(OC)c3)N[C@@](Cc3ccccc3)(C(=O)OC)[C@H]2C1=O	0.8	0.1	-0.2	-2	1
16	Cc1cccc(CSCCNC(=O)CCSc2ccccc2)c1	-0.6	3.7	-0.8	-3	-1
17	N#C/C(=C\c1c(N2CCCCCC2)nc2ccccn2c1=O)C(=O)NCc1ccco1	0.1	2.1	0.5	-8	2
18	Cc1ccccc1/C=N/Nc1nc2ccccc2c(=O)n1O	1.0	-1.1	-1.4	1	-7
19	O=C(N1CCN(Cc2ccc3c(c2)OCO3)CC1)C(Cl)(Cl)Cl	0.6	-0.2	-2.0	7	-8
20	COc1c(C)cc(C(=O)C2CCCN(Cc3cccc(C)n3)C2)cc1C (stereo not given)	1.5	-0.1	-0.4	-4	-2

entry	SSB-PriA inh	3CLpro inhibitor	Vc quorum ag	Y pestis TopoI
11	3	x	-0.8	-11
12	-18	-4	-0.2	24
13	x	x	i	-1
14	-3	x	i	3
15	-11	x	-11	17
16	-31	3	-0.3	43
17	-9	7	i	-6
18	i	2	-0.3	-1
19	-10	-3	-1.0	5
20	-5	2	-0.2	-4

Other results follow:
entry	structure	TcdB GH inh	PfHsp40 yeast	BoNT-A LC inh2	PrPC TRFRET	Anthrax LF prot
21	COc1ccc(NC(=O)CSc2ccc3c(c2)OCCO3)cc1S(N)(=O)=O	3.9	-2.0	0.4	-4	-6
22	N#C/C(=C\c1ccc(C(=O)O)cc1)S(=O)(=O)c1cc(Br)ccc1Br	-0.2	1.1	-0.1	8	-3
23	Fc1ccc(Cn2nnnc2C(c2cccs2)N2CCCCCC2)cc1 (stereo not given)	x	0.3	-0.5	8	-3
24	Cc1ccc(S(=O)(=O)N/N=C\c2ccc([N+](=O)[O-])o2)cc1	x	2.2	-0.1	-2	-2
25	CSc1ccccc1OCc1cc(C(=O)N(C)C2CCCc3ccccc32)no1 (stereo not given)	1.3	0.9	0.2	-5	0
26	O=C(CSc1n[nH]c(-c2cccnc2)n1)Nc1ccc(Br)cc1	-4.2	-0.1	-1.3	21	3
27	Cc1cc(C)c(C#N)c(SCCN2CCCCC2)n1	1.3	-1.0	1.2	-3	8
28	O=C(CSc1nc2ccc(Cl)cc2[nH]1)NC1CCCC1	0.4	1.5	-0.3	8	0
29	COc1cccc(CNC(=O)Cn2ncn3cccc3c2=O)c1OC	0.9	-1.6	-0.9	2	0
30	O=C(CCCN1C(=O)CCC1=O)Nc1cccc(C(F)(F)F)c1	x	0.5	-0.2	1	-2

entry	SSB-PriA inh	3CLpro inhibitor	Vc quorum ag	Y pestis TopoI
21	-11	x	-1.0	-6
22	2	-1	i	10
23	-34	0	-0.2	45
24	x	3	-0.1	1
25	-12	-6	i	18
26	-10	-2	-1.6	3
27	-3	2	i	-1
28	-10	1	i	5
29	0	0	-0.2	-7
30	-16	-7	i	2

Additional results:
entry	structure	TcdB GH inh	PfHsp40 yeast	BoNT-A LC inh2	PrPC TRFRET	Anthrax LF prot
31	C[C@@H]1COC(=O)[C@H](CC(=O)OC(C)(C)C)C/C=C\C[C@@H](CC(=O)NCCO)C(=O)N1	1.0	0.3	-1.0	-4	4
32	Cc1ccc(C(C(=O)NC2CCCCC2)N2CCC3(CC2)OCCO3)cc1 (stereo not given)	x	-1.4	-1.5	3	-6
33	Cn1cc(/C=N/n2cnc3sc4c(c3c2=O)CCCC4)c2ccccc21	x	0.7	0.3	-4	-3
34	O=[N+]([O-])c1ccc(-c2c(-c3ccccc3)ncc3ccc(F)cc23)cc1	0.8	0.9	0.1	-10	-4
35	COc1cccc(C2CC(c3ccc(Cl)cc3)Nc3nc(N)nn32)c1 (stereo not given)	0.3	-1.4	-0.9	1	-4
36	O=C(COC(=O)c1ccc(S(=O)(=O)N2CCCC2)cc1)NCc1ccco1	0.2	-0.8	0.9	11	9
37	CCCCn1c(N)c(N(CCOC)C(=O)CCCc2nc3ccccc3s2)c(=O)[nH]c1=O	0.4	1.6	-5.4	-8	-3
38	Cc1ccc(NC(=O)COC(=O)c2cccnc2Cl)cc1S(=O)(=O)N1CCCCC1	-0.3	0.9	-0.3	-2	4
39	COC(=O)C1=C(c2ccc(-c3ccccc3)c(F)c2)C[C@@H]2CC[C@H]1N2C(=O)NC1CCCCC1	0.4	6.1	-0.3	7	-10
40	CC(=O)NC1C(Oc2ccc3c(C)cc(=O)oc3c2)OC(COC(C)=O)C(OC(C)=O)C1OC(C)=O (stereo not given)	1.7	x	-1.7	-7	-2

entry	SSB-PriA inh	3CLpro inhibitor	Vc quorum ag	Y pestis TopoI
31	-7	x	i	-1
32	-10	3	1.3	-3
33	x	-15	-10	8
34	19	x	i	7
35	2	1	-0.2	-3
36	-8	-4	-0.8	-6
37	16	x	-1.4	3
38	-5	5	-0.2	17
39	1	x	-1.2	10
40	-14&-17	5	-0.4	8

Remaining list, next part:
entry	structure	TcdB GH inh	PfHsp40 yeast	BoNT-A LC inh2	PrPC TRFRET	Anthrax LF prot
41	O=C(COc1ccc(Br)cc1Cl)N1CCN(c2ccccn2)CC1	1.7	4.2	1.0	2	0
42	O=C(NNC(=S)Nc1ccc(F)cc1)C1CC1c1ccc(Cl)cc1 (stereo not given)	-0.7	13	-0.3	3	-1
43	Nc1nc(CSC(=S)N2CCN(c3ccccc3)CC2)nc(Nc2ccc(F)cc2)n1	x	-0.2	-0.5	-3	1
44	CC1=CN2C(=N)/C(=C/c3ccc([N+](=O)[O-])o3)C(=O)N=C2S1	1.6	u	1.1	1	0
45	Cc1ccccc1Cn1ccc(NC(=O)c2nc3ncccn3n2)n1	x	0.9	-0.4	-1	-2
46	Cc1ccc(OCC(=O)Nc2ccc3c(c2)nc(CCN2CCCCC2)n3C)cc1	2.0	0.2	1.9	-4	-4
47	COc1cccc(OC)c1-c1nn(-c2ncc(C(F)(F)F)cc2Cl)c(=O)o1	2.5	2.2	x	9	x
48	O=C(Nc1ccc(Cl)c(S(=O)(=O)N2CCOCC2)c1)c1cc(=O)[nH]c2ccccc12	1.0	1.3	1.3	-1	u
49	Cc1ccc(NC(=O)Nc2ccc3c(c2)C(=O)OC3)cc1Cl	-1.3	-0.5	x	-4	x
50	COc1ccc(C(=O)OCC(=O)Nc2ccc(Cl)c(C(F)(F)F)c2)c(OC)c1OC	0.5	11	-0.2	-1	-1

entry	SSB-PriA inh	3CLpro inhibitor	Vc quorum ag	Y pestis TopoI
41	-31	1	i	37
42	7	3	i	-1
43	-2	3	i	-9
44	-13	2	-3.3	-6
45	-10	0	-0.7	-8
46	6	-2	-0.3	0
47	0	-2	i	-3
48	1	x	1.2	1
49	-3	2	-0.1	-2
50	-4	0	i	21

6 structures out of the list, sorted by heavy-atom count, rising.
entry	structure	TcdB GH inh	PfHsp40 yeast	BoNT-A LC inh2	PrPC TRFRET	Anthrax LF prot
44	CC1=CN2C(=N)/C(=C/c3ccc([N+](=O)[O-])o3)C(=O)N=C2S1	1.6	u	1.1	1	0
49	Cc1ccc(NC(=O)Nc2ccc3c(c2)C(=O)OC3)cc1Cl	-1.3	-0.5	x	-4	x
42	O=C(NNC(=S)Nc1ccc(F)cc1)C1CC1c1ccc(Cl)cc1 (stereo not given)	-0.7	13	-0.3	3	-1
45	Cc1ccccc1Cn1ccc(NC(=O)c2nc3ncccn3n2)n1	x	0.9	-0.4	-1	-2
50	COc1ccc(C(=O)OCC(=O)Nc2ccc(Cl)c(C(F)(F)F)c2)c(OC)c1OC	0.5	11	-0.2	-1	-1
43	Nc1nc(CSC(=S)N2CCN(c3ccccc3)CC2)nc(Nc2ccc(F)cc2)n1	x	-0.2	-0.5	-3	1

entry	SSB-PriA inh	3CLpro inhibitor	Vc quorum ag	Y pestis TopoI
44	-13	2	-3.3	-6
49	-3	2	-0.1	-2
42	7	3	i	-1
45	-10	0	-0.7	-8
50	-4	0	i	21
43	-2	3	i	-9

(more compounds)
entry	structure	TcdB GH inh	PfHsp40 yeast	BoNT-A LC inh2	PrPC TRFRET	Anthrax LF prot
51	CC(C)(C)C(=O)Nc1ccccc1C(=O)NCc1cccnc1	0.9	0.0	-0.4	-8	-5
52	O=C(NC(Cc1c[nH]c2ccccc12)C(=O)OCC(=O)c1cccc2ccccc12)c1cccs1 (stereo not given)	x	-1.5	-0.5	-2	-1
53	CC(C)=CCC/C(C)=C/CNC(=O)C[C@H]1C[C@H](C(=O)N2CCCCC2)[C@@]2(C)c3[nH]c4ccc(Cl)cc4c3CCN2C1=O	0.7	-1.2	0.4	-4	5
54	Cn1c(N/N=C\c2cccc(O)c2)cc(=O)n(C)c1=O	x	-1.1	0.0	-5	-3

entry	SSB-PriA inh	3CLpro inhibitor	Vc quorum ag	Y pestis TopoI
51	-4	-2	i	-3
52	7	1	-0.6	-11
53	-6	x	i	-10
54	x	-3	i	6

From PubChem
